RAD54 branch: RAD54 (human) branch migration inhibition; AID 602329; inhibition, % at 10.4 µM; RAD54 Holliday junction branch migration, FAM/BHQ fluorescence; Q92698; hit rate 0.14% among 360,000;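 active = mean normalized replicate activity at least 40 and at least half of replicates scoring 40 or more; inconclusive = only one of the two criteria met; inactive = mean below 40 and under half of replicates reaching 40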;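 also: 0% = median of neutral control wells and 100% = median of positive control wells; inhibitors cause a drop in the FAM fluorescence signal; in these data hits start at about 50%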
E-selectin induc: induces E-selectin expression in human endothelial cells; HUVEC E-selectin immunofluorescence imaging; normalized: neutral wells 0, TNF-alpha wells 100; hit rate 0.37% among 260,000; activation, % at 7.58 µM; P16581; AID 686992;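 active = mean E-selectin-positive cell signal at least 10% of the positive control, reached in at least 60% of replicates, without over 20% cell loss; inconclusive = no rule given, readout overlaps actives, possibly toxicity-flagged; inactive = the rest, including those meeting only one limit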;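 also: in these data hits start at about 27%; measured in HUVEC primary endothelial cells; signal is the percent of cells scored E-selectin positive by PE staining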
Target sequence (P16581 whole entry, looked up): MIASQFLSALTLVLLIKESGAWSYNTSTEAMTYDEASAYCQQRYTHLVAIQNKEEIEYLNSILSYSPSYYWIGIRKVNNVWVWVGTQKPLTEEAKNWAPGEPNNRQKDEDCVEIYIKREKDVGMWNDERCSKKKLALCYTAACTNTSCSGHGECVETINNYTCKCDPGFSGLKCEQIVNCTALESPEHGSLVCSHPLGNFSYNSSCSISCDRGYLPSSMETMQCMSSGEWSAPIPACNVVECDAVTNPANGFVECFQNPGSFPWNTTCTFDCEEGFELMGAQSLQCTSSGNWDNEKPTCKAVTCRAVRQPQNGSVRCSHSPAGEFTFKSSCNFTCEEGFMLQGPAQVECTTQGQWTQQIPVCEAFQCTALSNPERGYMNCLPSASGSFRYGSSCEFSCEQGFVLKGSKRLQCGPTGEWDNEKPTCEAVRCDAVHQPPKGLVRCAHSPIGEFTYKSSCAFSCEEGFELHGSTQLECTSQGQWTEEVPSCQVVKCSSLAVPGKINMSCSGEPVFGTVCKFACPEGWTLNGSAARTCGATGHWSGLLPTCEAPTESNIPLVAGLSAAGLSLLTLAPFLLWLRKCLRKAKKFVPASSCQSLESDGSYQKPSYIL
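Test system: HUVEC | Signal: Immunofluorescence imaging | Read-out: Percent E-selectin-positive cells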
PglD inh: PglD (C. jejuni) enzyme inhibition; purified PglD enzyme, DTNB colorimetric CoA detection; inhibition, % at 12.5 µM; hit rate 0.098% among 360,000; AID 602405; in the data active = inhibition above about 16%, passing the limit was not always enough; inconclusive = no clear call, values can overlap the other calls; also: strong numbers were not always called active
CASP6 VEID inh: blocks human caspase-6 cleavage activity; purified caspase-6, Z-VEID-R110 cleavage fluorescence; inhibition, % at 12.5 µM; hit rate 0.53% among 350,000; AID 686996;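 active = mean inhibition across replicates at least about 35%, with every replicate also reaching that limit, limit read from the data; inconclusive = only one of the two criteria met; inactive = neither criterion met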;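 also: 0% = median of neutral control wells and 100% = no fluorescence left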
Target sequence (P55212 24-179 limits assumed): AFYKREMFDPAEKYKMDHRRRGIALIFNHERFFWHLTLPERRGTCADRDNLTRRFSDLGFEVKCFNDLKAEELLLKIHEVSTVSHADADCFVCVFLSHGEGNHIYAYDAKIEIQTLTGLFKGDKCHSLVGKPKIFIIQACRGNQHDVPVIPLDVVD
Target sequence (P55212 194-293 limits assumed): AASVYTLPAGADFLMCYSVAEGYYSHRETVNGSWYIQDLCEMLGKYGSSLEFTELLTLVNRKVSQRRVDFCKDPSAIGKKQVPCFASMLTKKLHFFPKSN
ERp5 inh: blocks human ERp5 reductase activity on insulin. Q15084. ERp5 insulin aggregation, absorbance 650 nm, 90 min. inhibition, % at 9.99 µM. hit rate 0.05% among 350,000;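 active = mean replicate inhibition above about 25%, with every replicate also reaching it, limit read from the data, passing the limit was not always enough; inconclusive = only one of those two criteria met; inactive = neither criterion met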
RAD52 inh: inhibitors of human RAD52 DNA annealing | recombinant RAD52 DNA annealing, FRET fluorescence | hit rate 0.46% among 360,000 | inhibition, % at 18.7 µM;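 active = every replicate showing at least 50% inhibition; inconclusive = mean inhibition at least 50% but not in every replicate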
ARNT TACC3 PPI: disruptors of human ARNT/TACC3 interaction; inhibition, % at 9.99 µM; Q9Y6A5; AlphaScreen His-ARNT PAS-B/GST-TACC3 binding, luminescence; TACC3 fragment carries E629A point mutation; hit rate 0.66% among 390,000;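 active = mean inhibition of replicates at least 50% and at least half of replicates each reaching 50%; inconclusive = half or more replicates reach 50% but mean below 50%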;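 also: 0% = complete ARNT plus TACC3 wells and 100% = ARNT alone without TACC3; many hits fall short of the cut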
esBAF inh: SWI/SNF esBAF complex inhibition; mouse ES cells, Bmi1-luciferase knock-in reporter, 24 h; 100% = twice the neutral-well signal; hit rate 2% among 350,000; reporter increase, % at 12.5 µM; in the data active = activation above about 40%; inconclusive = no clear call, values can overlap the other calls;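 also: 0% = median of the plate's neutral control wells and 100% = double that signal; a rise in the Bmi1 reporter signal indicates esBAF inhibition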
* marks the source's active call; other numbers are inactive results; ? = inconclusive; . = not tested or not shown.

Order of results – RAD54 branch	E-selectin induc	PglD inh	CASP6 VEID inh	ERp5 inh	RAD52 inh	ARNT TACC3 PPI	esBAF inh
1: Cc1ccc(S(=O)(=O)Nc2cccc3c2O[C@@H](CN(C)C(=O)Nc2ccccc2)[C@H](C)CN([C@@H](C)CO)C3=O)cc1
    3.3	0.3	-1.7	-1.1	9.5	7.8	-7.1	-4.2
2: O=S(=O)(/C=C/c1ccccc1)Nc1cccc(S(=O)(=O)NC2=NCCC2)c1
    .	.	.	-2.9	-1.6	-1.0	-0.2	.
3: COc1ccccc1NC(=O)N[C@@H]1C=C[C@H](CC(=O)N[C@@H](C)c2ccccc2)O[C@@H]1CO
    .	-0.2	.	-3.5	3.1	8.4	.	.
4: C/C=C/c1ccc([C@H]2[C@@H](CO)N(CC3CCCC3)[C@H]2CNS(C)(=O)=O)cc1
    -0.1	-0.2	-1.5	.	.	.	0.5	3.6
5: Cc1cccc(CC(=O)NCCN2CCCCC2)c1
    -4.5	.	-4.0	-5.5	2.8	0.3	2.1	-9.7
6: COc1cccc(-c2ccc3n(c2=O)C[C@@H]2[C@@H](CO)[C@H](C(=O)N(C)C)N(C(=O)C4CC4)[C@H]32)c1
    8.2	-0.4	-1.5	0.7	0.2	15.2	-1.3	0.9
7: CCCCCC(=O)N[C@@H](c1ccccc1)[C@@H](O)C(=O)O[C@H]1C[C@@]2(O)[C@@H](OC(=O)c3ccccc3)C3[C@](C)(C(=O)[C@H](OC(C)=O)C(=C1C)C2(C)C)[C@@H](O)C[C@H]1OC[C@@]31OC(C)=O (some centres undefined)
    5.8	.	1.0	-0.9	2.4	-5.3	-2.1	-9.8
8: Brc1ccc(-c2nnc(-c3ccc4c(c3)OCO4)o2)o1
    0.8	.	-1.4	.	.	.	-5.6	-2.9
9: CCOC(=O)c1sc2nc3n(c(=O)c2c1C)CCCCC3
    4.7	.	-4.1	.	.	.	-1.5	68.1*
10: CO[C@@H]1CN(C)C(=O)c2cc(NC(C)=O)ccc2OC[C@@H](C)N(Cc2ccccn2)C[C@H]1C
    3.2	0.2	-1.8	3.0	-2.5	-6.9	5.0	4.7

Compound profiles (already shown). Order of screens: RAD54 branch, E-selectin induc, PglD inh, CASP6 VEID inh, ERp5 inh, RAD52 inh, ARNT TACC3 PPI, esBAF inh
`C/C=C/c1ccc([C@H]2[C@@H](CO)N(CC3CCCC3)[C@H]2CNS(C)(=O)=O)cc1` as listed: -0.1, -0.2, -1.5, ., ., ., 0.5, 3.6
`COc1ccccc1NC(=O)N[C@@H]1C=C[C@H](CC(=O)N[C@@H](C)c2ccccc2)O[C@@H]1CO` as listed: ., -0.2, ., -3.5, 3.1, 8.4, ., .

(next part)
Order of results – RAD54 branch	E-selectin induc	PglD inh	CASP6 VEID inh	ERp5 inh	RAD52 inh	ARNT TACC3 PPI	esBAF inh
11: CC(C)C(=O)Nc1cccc(C(=O)Nc2ccccc2C(=O)O)c1
    -9.8	.	1.2	.	.	.	-4.3	-2.1
12: Cc1ccc(NC(=S)N2CCOCC2)cc1
    .	-0.1	.	0.3	-1.7	-10.4	-6.4	.
13: O=C1c2ccccc2C(=O)N1Nc1ccc([N+](=O)[O-])cc1[N+](=O)[O-]
    2.2	.	4.8	0.4	4.0	-7.5	-1.2	-13.0
14: COc1ccc(-c2cc(=O)oc3cc(OCC(=O)N4CCOCC4)ccc23)cc1
    .	.	.	6.2	-0.4	-12.9	-0.2	-4.2
15: C[C@H](CO)N1C[C@H](C)[C@H](CN(C)C(=O)Nc2cccc3ccccc23)Oc2ccc(NC(=O)CCC(F)(F)F)cc2CC1=O
    -1.5	0.3	-2.7	4.7	4.0	-4.7	-2.9	3.4
16: Cc1cc(OCCCN2CCC(C(O)(c3ccccc3)c3ccccc3)CC2)ccc1Br
    .	0.0	.	-2.4	3.8	54.7*	.	.
17: CC(=O)NCCN=Cc1sc2ccccc2c1O
    1.4	.	3.2	.	.	.	1.7	13.6
18: CN1CCN(CCC(=O)Nc2ccc(OCc3ccccc3)cc2)CC1
    -1.6	.	1.8	.	.	.	19.5	13.9
19: CC(=O)c1ccccc1OC(=O)c1ccco1
    -5.5	.	-1.7	.	.	.	-0.7	-7.8
20: Cc1ccc(NC(=O)CS(=O)CC(=O)N(CC(=O)NC(C)(C)C)c2cccc(C)c2C)cc1 (centres undefined)
    -5.4	.	-1.0	2.5	4.6	-9.8	-13.4	-3.1
21: O=C1COc2ccc(S(=O)(=O)Nc3cccc(Cl)c3)cc2N1
    11.5	.	1.2	3.6	2.6	-2.9	-6.8	-1.9
22: Cn1c(CCNS(=O)(=O)c2ccccc2)nc2cc([N+](=O)[O-])ccc21
    -3.7	2.7	-2.3	4.4	-4.3	-0.6	5.5	-2.0
23: O=C(NCc1cc(C(F)(F)F)ccc1Cl)c1cccc2c1C(=O)c1ccc(N3CCC(Cc4ccccc4)CC3)cc1S2(=O)=O
    -48.3	.	-5.2	.	.	.	-4.7	-6.8
24: CC(=O)c1c(C)[nH]c(C(=O)CSc2nnc3ccccn23)c1C
    -11.3	-0.3	-5.7	.	.	.	0.9	7.5
25: CC(=O)c1cccc(NC(=O)CSc2nnc(-c3ccncc3)o2)c1
    -2.4	-1.1	-1.8	2.3	-10.1	-23.9	9.5	-3.7
26: C[C@@H]1CN([C@@H](C)CO)C(=O)Cc2cc(NC(=O)NC3CCCCC3)ccc2O[C@H]1CN(C)C(=O)Nc1ccccc1
    8.6	0.0	0.9	2.9	-1.7	1.9	1.0	4.2
27: Cc1ccc(S(=O)(=O)C2(C(=O)NCc3ccccc3Cl)CC2)cc1
    .	-0.2	.	-0.8	4.2	-5.0	-3.3	5.1
28: O=C(COC(=O)C12CC3CC(CC(Br)(C3)C1)C2)Nc1c(F)cccc1F
    0.3	.	-2.2	-2.5	-4.5	-3.2	-0.1	4.6
29: Cc1ccc2c(c1)N(CC(=O)NC1CCCCCC1)C(=O)c1cccnc1O2
    10.9	.	-5.3	3.0	2.9	-9.3	5.8	2.3
30: CC(C)(CNC(=O)c1ccccc1F)CNC(=O)c1ccccc1F
    2.7	.	1.4	2.8	0.0	-13.7	-6.9	-2.6
31: COc1ccc(C(=O)Nc2ccc(NC(=O)c3cccs3)cc2)cc1Cl
    .	-0.2	.	-2.3	1.8	2.8	2.7	7.7
32: Cc1noc(C)c1NC(=O)Nc1ccc2c(c1)C(=O)N([C@H](C)CO)C[C@H](C)[C@@H](CN(C)C(=O)Nc1ccc(F)cc1)O2
    1.8	-0.1	-1.0	-1.9	0.6	4.7	3.0	-0.1
33: CCc1nnc(NC(=O)CN2CC(C)OC(C)C2)s1 (centres undefined)
    -7.3	.	-1.4	-3.6	2.0	0.8	1.2	1.6
34: Cc1nn(C(=O)c2ccc3c(c2)OCO3)c(N)c1-c1ccccc1
    8.2	1.0	-3.6	-4.7	-1.1	-6.1	2.1	15.0
35: CCO[C@@H]1OC(C(N)=O)=C[C@H](C2CCCCC2)[C@H]1CCCO
    -12.6	0.1	-3.1	-0.1	1.3	-27.8	-10.4	-9.5
36: COc1ccc(-c2nc3ccc(Br)cn3c2Cc2ccccc2C(F)(F)F)cc1OC
    11.0	0.0	-0.5	-3.7	1.5	-27.1	.	-5.5
37: COc1ccc(NC(=O)Nc2cccc3c2O[C@@H](CN(C)Cc2ccc(C(F)(F)F)cc2)[C@@H](C)CN([C@H](C)CO)C3=O)cc1
    3.1	-0.3	0.9	-0.1	12.2	-0.5	2.6	1.9
38: Cc1cc(C)c2nc(N(CCCN(C)C)C(=O)C3=COCCO3)sc2c1
    6.3	.	-3.0	-12.3	-0.6	16.6	-0.7	-3.2
39: CCOC(=O)C1=NN(c2cccc(Cl)c2)C2=NC(C)=C(C(=O)OC)C(c3cccs3)N12 (centres undefined)
    0.2	.	2.4	.	.	.	0.7	-0.7
40: COC(=O)[C@@H]1Cc2c([nH]c3ccccc23)C(C)N1C(=O)c1ccccc1 (some centres undefined)
    -20.4	.	-116.9	-1.3	-0.6	-9.3	10.6	-0.9
41: CC(C)[C@H](N)C(=O)NC[C@H]1CC[C@H](C(=O)N[C@@H](Cc2ccccc2)C(=O)O)CC1
    -11.5	-0.3	5.7	-1.8	-1.8	-11.3	-9.4	0.2
42: O=S(=O)(NC1CCN(Cc2ccccc2)CC1)c1ccc(Cl)cc1
    -1.7	-0.2	1.2	-4.7	11.6	-18.8	.	.
43: C=CCOc1cccc(/C=N/NC(=O)CC(=O)NC2CCCCC2)c1
    13.3	0.1	-3.9	-3.8	-0.1	-18.8	4.7	.
44: C=C1C2(C(=O)Nc3ccc(SC(F)F)cc3)CCC(C2)C1(C)C (centres undefined)
    4.4	.	1.8	1.0	0.1	-6.7	-24.0	3.2
45: COc1ccc(C2OC(=O)Cc3cc(OC)c(OC)cc32)cc1 (centres undefined)
    -3.5	.	6.6	4.6	?	-0.4	-5.2	10.4
46: Cc1cccc(N(Cc2ccccc2)C(=O)C2CCN(C(=O)c3ccccc3C)CC2)c1
    -4.7	-0.9	-3.6	-139.1	1.3	-22.1	-29.8	-0.9
47: O=C(O)c1ccccc1C(=O)N1CCN(Cc2ccc3c(c2)OCO3)CC1
    -9.2	-0.1	-1.5	1.0	0.1	-3.2	3.0	2.1
48: CCC(=O)c1ccc(OCC(=O)Nc2ccc3nc(C)sc3c2)cc1
    -0.2	-0.3	2.3	1.1	-12.7	-11.1	-11.5	-2.2
49: CCOc1ncccc1C(=O)NCC(c1ccccc1)N(C)C (centres undefined)
    -1.2	.	-0.5	-39.5	3.9	-0.4	-3.0	6.2
50: C[C@@H]1CN([C@@H](C)CO)C(=O)c2cc(NS(C)(=O)=O)ccc2O[C@@H]1CN(C)Cc1ccc(Oc2ccccc2)cc1
    -20.1	0.1	-0.9	5.7	1.2	12.0	7.5	-1.9
51: Cc1ccc(NC(=O)c2ccc3c(=O)n4c(nc3c2)CCCCC4)nc1
    6.7	0.0	-5.7	2.7	12.5	-6.9	2.4	35.6
52: O=C(COc1ccccc1)NNc1nc2c(F)cccc2s1
    .	2.7	.	2.6	-3.7	-3.2	1.4	.
53: COc1ccc(N(C(=O)/C=C/C(=O)Nc2cc(C)on2)C(C(=O)NC2CCCC2)c2ccccc2C)cc1 (centres undefined)
    .	.	.	4.3	2.9	-11.2	2.1	.
54: O=C(COC(=O)/C=C/c1ccccc1[N+](=O)[O-])Nc1ccc(S(=O)(=O)N2CCOCC2)cc1
    -18.1	0.4	-2.9	5.0	-7.7	-14.6	3.3	-2.6
55: CCc1ccccc1NC(=S)NNC(=O)c1ccccc1Cl
    4.1	.	-0.1	-2.3	11.9	-16.3	0.2	11.5
56: CCOC(=O)Cc1csc(NC(=O)CSC2=NCCS2)n1
    -11.5	-0.2	3.0	2.8	-1.0	-14.8	-3.8	.
57: O=C(O)c1ccccc1-c1nnc2c(Cl)cc(C(F)(F)F)cn12
    -3.8	.	-1.2	-5.2	3.9	-5.5	.	-4.9
